# Ecoli viability: counter-screen for AddAB inhibitors: E. coli growth inhibition; E. coli V3065 growth, OD600 absorbance, 18 h; AID 449728; hit rate 0.27% among 330,000; inhibition, % at 11.9 µM;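 active = inhibition above the campaign's mean inhibition across all tested compounds plus 3 SD, cut at about 9.9% in these data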;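 note: uninfected addAB+ strain grown without phage in ampicillin broth; 0% = DMSO wells and 100% = ciprofloxacin 0.95 µg/ml wells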
# PKA-R1A act: PKA-R1A complex activation. P00514+P68181. PKA-R1A dissociation, Cy5-IP20 fluorescence polarization; scaled: DMSO 0%, 113 µM cGMP 100%. activation, % at 11.4 µM. hit rate 0.083% among 340,000. AID 504707;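 active = percent activation above the mean of all tested compounds plus 3 SD, cut at about 19% in these data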;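 note: higher means more PKAc released from R1A so a rise in polarization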
# Mot1-301 SUMO: blocks SUMOylation pathway, rescuing yeast Mot1-301 growth; S. cerevisiae Mot1-301 growth rescue, ATP luminescence, 38.5C; percent above DMSO median, 100 means doubled; growth rescue, % at 18.8 µM; hit rate 1% among 320,000; AID 2716;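 active = every valid replicate shows activation above 250% relative to neutral control wells; inactive = the rest, any valid replicate at or below 250%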;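 note: OY570 slx delta 5 strain wells were the positive control but not used for scaling; some compounds called inactive have numbers as strong as hits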
# OPRM1-OPRD1 ag: OPRM1-OPRD1 heterodimerization agonism | hit rate 0.3% among 340,000 | AID 504326 | activation, % at 9.3 µM | cells, luminescence; in the data active = activation above about 18%;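 note: 0% = vehicle-treated cells and 100% = reference agonist; values of inactives mirror those of a sister screen read the other way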
# Target sequence (P35372 whole entry, looked up): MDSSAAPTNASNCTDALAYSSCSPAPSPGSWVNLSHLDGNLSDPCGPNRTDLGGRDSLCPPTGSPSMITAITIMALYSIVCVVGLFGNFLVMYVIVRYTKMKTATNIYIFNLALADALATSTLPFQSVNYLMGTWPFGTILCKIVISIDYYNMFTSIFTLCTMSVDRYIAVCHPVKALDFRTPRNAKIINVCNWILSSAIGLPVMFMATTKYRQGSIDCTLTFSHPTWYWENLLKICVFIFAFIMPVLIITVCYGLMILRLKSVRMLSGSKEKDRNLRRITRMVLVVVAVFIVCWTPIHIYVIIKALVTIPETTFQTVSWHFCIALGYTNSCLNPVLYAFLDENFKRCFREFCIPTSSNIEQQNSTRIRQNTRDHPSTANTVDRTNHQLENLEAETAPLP
# Target sequence (P41143 whole entry, looked up): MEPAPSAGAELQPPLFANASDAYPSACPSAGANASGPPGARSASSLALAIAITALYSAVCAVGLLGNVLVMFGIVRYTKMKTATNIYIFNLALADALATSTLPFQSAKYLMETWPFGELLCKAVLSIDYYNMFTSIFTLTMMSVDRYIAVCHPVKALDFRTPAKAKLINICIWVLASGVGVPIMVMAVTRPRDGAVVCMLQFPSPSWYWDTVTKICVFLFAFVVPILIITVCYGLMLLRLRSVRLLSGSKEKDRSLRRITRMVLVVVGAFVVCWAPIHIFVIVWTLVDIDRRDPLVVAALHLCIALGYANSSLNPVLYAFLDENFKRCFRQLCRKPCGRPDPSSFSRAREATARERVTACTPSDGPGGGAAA
# HTR5A inv ctr: inverse agonist of human HTR5A in OPRM1-OPRD1 counter-screen; P47898; HTR5A cell line, luminescence, inverse agonism; inhibition, % at 9.3 µM; hit rate 0.083% among 340,000; AID 504634; in the data active = inhibition mostly above about 23%, no sharp cut-off; inactive = mostly below about 18%;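 note: 0% = cells with DMSO and 100% = no-cell wells with DMSO; some compounds called inactive have numbers as strong as hits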
# phage Ecoli inh: E. coli growth loss with phage present; growth absorbance; inhibition, % at 11.9 µM; hit rate 0.26% among 360,000; in the data active = inhibition above about 11%
# MOR-DOR inv ag: mu-delta opioid heterodimer inverse agonism; AID 504357; inhibition, % at 9.3 µM; hit rate 0.21% among 340,000; cell-based MOR-DOR heterodimer luminescence; P35372+P41143; in the data active = inhibition above about 22%, passing the limit was not always enough;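 note: 0% = cells with DMSO and 100% = wells without cells with DMSO; values of inactives mirror those of a sister screen read the other way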
# Tat transport: E. coli Tat transport inhibition | E. coli MC4100 TorA-mCherry Tat export, fluorescence | inhibition, % at 10 µM | hit rate 0.036% among 340,000 | AID 488895;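 active = mean replicate inhibition at least 50% and at least half of replicates individually reaching 50%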;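 note: exported cargo escapes ClpAP degradation while cytoplasmic cargo is degraded and loses fluorescence; 0% = median of neutral control wells and 100% = median of NaSCN control wells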
# AddAB inh: less growth of phage-infected E. coli with AddAB; inhibition, % at 11.9 µM; hit rate 0.29% among 330,000; E. coli expressing H. pylori AddAB, absorbance growth; in the data active = inhibition above about 12%;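 note: 0% = vehicle wells of infected cells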
# PKA-R2B act: activates the human PKA-R2B holoenzyme complex; activation, % at 11.4 µM; P22694+P31323; PKA-R2B holoenzyme dissociation, Cy5-IP20 fluorescence polarization; R2B truncated from residue 108, S112A mutant; 0% DMSO only, 100% 113 µM cGMP; hit rate 0.079% among 340,000;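 active = activation above a cutoff set at the mean over all compounds plus 3 SD, cut at about 18% in these data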;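 note: higher means more holoenzyme dissociation and a rise in polarization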
# PfHsp90 yeast 2: inhibits growth of yeast expressing Plasmodium falciparum Hsp90 | S. cerevisiae expressing PfHsp90, BacTiter-Glo ATP, 48 h; yeast lacking PDR1 and PDR3 efflux regulators | inhibition, % at 9.4 µM | hit rate 0.32% among 310,000 | AID 504621;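 active = every replicate shows inhibition above about 80%, whatever the replicate mean, limit read from the data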;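 note: 0% = DMSO neutral controls and 100% = 20 µM radicicol positive controls; yeast relying on Plasmodium falciparum Hsp90 in place of its own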
# Active calls of the source: *; . = not tested or not shown.
SMILES,Ecoli viability,PKA-R1A act,Mot1-301 SUMO,OPRM1-OPRD1 ag,HTR5A inv ctr,phage Ecoli inh,MOR-DOR inv ag,Tat transport,AddAB inh,PKA-R2B act,PfHsp90 yeast 2
COC(=O)c1[nH]c2ccc(F)cc2c1NS(=O)(=O)c1ccc(OC)cc1OC,3.2,-7.7,-17.6,-2.0,6.4,1.4,12.0,-3.3,2.8,0.3,.
CCCCn1c(SCC(=O)NC(C)(C)C)nnc1-c1ccco1,-1.8,-1.2,69.8,-0.5,-2.8,1.6,2.8,-7.2,0.3,1.6,6.5
COc1ccc(NC(=O)COC(=O)Cc2ccsc2)c(OC)c1,1.1,-7.8,8.5,1.3,1.6,2.9,-6.3,21.8,1.6,-0.5,-12.2
O=C1N(Cc2cccc(Cl)c2)C[C@@H]2C[C@@H](c3ccco3)N3CCC[C@@]123,0.6,-9.5,7.7,-3.6,-21.6,1.9,17.0,-5.0,1.1,5.3,0.7
CC(=O)Nc1cc(C(=O)N2CCCC2)ccc1Sc1ccc(C)cc1,-1.8,-5.7,2.8,0.0,-29.0,1.5,0.2,-2.3,3.0,1.9,-1.2
O=C(CN(c1cccc([N+](=O)[O-])c1)S(=O)(=O)c1ccccc1)NCc1ccccc1,-0.7,-14.8,-1.8,-1.1,2.2,4.5,5.8,-2.6,1.5,2.6,-14.9
O=C1OC(c2ccc(Cl)cc2)=N/C1=C\C=C\c1ccco1,0.8,-3.0,-4.0,-1.2,-13.3,4.9,5.3,-4.8,1.8,12.4,14.3
Cc1cc(Nc2ccc(Br)cc2)nc(-c2ccccc2O)n1,-1.0,3.2,10.1,1.9,-8.5,2.4,-9.7,0.6,1.6,-0.7,-24.8
Cc1ccc(C(=O)N(C)c2nnc(-c3ccncc3)s2)cc1,1.6,-8.5,-9.3,-1.6,-24.3,2.3,7.6,-5.9,0.8,-5.0,13.6
O=C(NC1CCCCC1)N1CCN(S(=O)(=O)c2ccc(F)cc2)CC1,-1.2,0.1,2.3,-1.0,-2.9,5.1,5.5,-11.8,3.9,2.8,3.5
O=C1c2cccc3cccc(c23)N1CN1CCN(c2ccccn2)CC1,2.8,1.1,-17.0,-2.1,-22.2,3.6,11.1,-9.5,0.9,-2.4,-7.9
CN(CCNC(=O)c1c[nH]c2c1ccc1ccccc12)CCNC(=O)c1c[nH]c2c1ccc1ccccc12,.,9.3,.,5.3,-7.7,1.9,-26.1,3.0,.,-1.9,29.8
Cc1cccc(S(=O)(=O)Nc2ccc3c(c2)OCCO3)c1,1.8,5.1,133.9,-0.1,11.6,0.6,0.5,-3.0,-0.9,-10.4,7.6
CCOc1ccc(NS(=O)(=O)c2ccc3c(c2)CCN3C(=O)CCC(=O)O)cc1,-0.7,-1.6,-2.0,-0.5,26.1,0.7,2.9,-2.2,3.0,-3.0,8.9
NCCc1c(C(=O)O)[nH]c2ccc([N+](=O)[O-])cc12,-1.8,-6.1,-11.8,-3.0,0.6,7.7,15.8,-3.9,0.7,-8.5,-12.3
O=C(Cn1cc([N+](=O)[O-])ccc1=O)NCC(=O)Nc1ccc(F)c(F)c1F,-0.8,-4.7,-5.8,-3.6,2.3,7.0,18.8,-0.7,-1.1,2.6,6.1
C=CCSc1n[nH]c(-c2ccc(OCCCC)cc2)n1,1.1,-2.1,23.7,6.8,-17.6,6.6,-38.7,0.1,2.9,-7.1,.
CC1(C)CC(=O)C=C(Nc2ccccc2C#N)C1,-0.9,8.1,-9.2,-2.7,-1.8,0.7,13.3,-2.2,1.4,-0.6,-5.2
O=C(NCCNC(=O)c1cc(Cl)ccc1Cl)c1cnccn1,-0.8,1.2,-4.1,-1.1,-18.0,0.0,7.8,2.6,0.6,1.0,-4.1
Cc1ccc(NC(=O)NC2(C(=O)NCc3ccco3)CCCCC2)cc1,-0.7,-3.3,-7.6,-2.2,5.3,3.3,11.4,0.6,3.6,7.6,-6.7
Cc1cccc2cc(C#N)c(SCC(=O)NCc3cccs3)nc12,-0.3,-5.8,7.1,-0.8,2.7,0.4,3.8,-9.8,6.0,2.9,0.0
CCN1CCN(c2ccc(S(=O)(=O)N3CCOCC3)cc2NC(=O)C(C)Oc2ccc(F)cc2)CC1 (stereo unspecified),0.2,5.5,-7.0,0.0,-8.0,-0.7,-0.1,-11.5,0.4,-8.2,12.3
CCC(=O)NC(C)C(c1cccs1)N1CCOCC1 (stereo unspecified),2.2,9.3,-17.3,-2.8,8.5,3.4,14.3,-3.3,1.1,5.1,-18.8
CN(C)S(=O)(=O)c1cccc(NC(=O)c2cccc(NS(=O)(=O)c3ccccc3)c2)c1,-1.6,-7.0,-5.0,2.7,-20.6,1.6,-14.0,-1.3,3.4,-7.3,0.8
O=C(CCc1nnc(CCC2CCCCC2)o1)NCCc1cccnc1,0.4,0.1,-7.8,-1.8,6.0,7.5,8.7,-3.8,3.6,0.0,4.1
COc1cc(NC(=O)C2CCN(c3cnccn3)CC2)cc(OC)c1,-0.8,-1.4,-17.5,-0.8,12.0,0.7,5.3,-4.3,1.0,-5.4,15.8
C/C(=N\NC(=O)c1cccc(F)c1)c1cccc(NC(=O)c2ccc(F)cc2)c1,-3.7,-4.3,-7.8,-0.7,-6.9,-0.4,4.9,3.1,-0.7,-12.0,7.7
COc1ccc(CCNC(=O)c2ccc(CNS(=O)(=O)c3cc(C)ccc3C)cc2)cc1OC,0.0,4.5,-2.7,17.1,-8.6,1.2,-99.4,-5.9,3.1,8.7,0.1
COc1cc2ccccc2cc1C(=O)NC(=S)Nc1cccc(C(=O)O)c1,-0.2,.,4.3,.,.,3.0,.,7.0,2.9,.,-8.7
CCO[C@H]1OC(C(=O)Nc2ccccc2)=C[C@@H](c2coc3ccccc3c2=O)[C@@H]1CCCO,-0.3,-7.0,2.7,-1.4,5.0,0.4,6.4,4.6,5.5,7.8,-44.0
CCCCNc1nc2c(c(=O)n(Cc3ccccc3)c(=O)n2C)n1C,2.3,-4.9,175.9,-3.0,15.8,-0.4,14.2,1.9,-1.9,3.5,-0.9
O=C(C1=C[C@H](c2csc3ccccc23)C[C@H](OCCCCO)O1)N1CCN(Cc2ccc3c(c2)OCO3)CC1,1.9,1.6,2.2,0.2,3.1,-0.5,-1.2,13.3,2.9,-0.6,.
CCOC(=O)c1c(C)n(C)c2ccc(OCC(O)CNCCc3ccccc3)cc12 (stereo unspecified),0.5,-3.7,-2.0,3.0,3.9,1.9,-15.2,6.4,-1.0,-0.2,0.5
O=C(NCC(c1ccccc1Cl)N1CCCC1)c1ccc(N2CCCC2=O)cc1 (stereo unspecified),.,-3.4,.,-2.8,20.4,0.5,14.3,14.5,.,-8.2,.
S=C(Nc1cccnc1)NC1CC2CCC1C2 (stereo unspecified),0.2,-4.8,1.4,-2.5,-9.0,2.0,13.5,1.3,4.2,6.0,-4.8
COCCCN1C(=O)N(c2ccccc2)C(=O)C1CC(=O)Nc1ccc(F)cc1 (stereo unspecified),0.2,0.6,10.1,-3.0,-10.0,3.2,13.9,16.3,1.4,-6.0,11.5
COc1cc(OC)cc(C(=O)OCC(=O)Nc2ccc3[nH]c(=O)[nH]c3c2)c1,0.4,-5.2,-6.2,-1.4,-21.6,2.2,8.7,2.7,1.0,2.2,-0.6
COCCCn1nnnc1SCC(=O)N1CCCC1,0.2,-0.9,-18.6,-1.7,4.4,1.2,10.9,-0.4,-2.0,0.2,11.7
Nc1c(C(=O)OCC(=O)Nc2ccc(Cl)cc2[N+](=O)[O-])[nH]c(=O)[nH]c1=O,1.1,1.7,172.5,1.4,-12.9,0.6,-7.7,0.9,0.6,6.2,-19.2
NC(=S)N/N=C1\CC(n2nnn(-c3cccc(Cl)c3)c2=S)C2COC1O2 (stereo unspecified),-2.3,-12.4,-14.8,-0.7,-23.7,1.7,3.3,-0.8,0.7,-9.9,3.4
O=C(Nc1ccccc1Cc1ccccc1)C1CC(=O)N(c2ccc3c(c2)OCCO3)C1 (stereo unspecified),-3.6,8.9,-4.6,1.4,12.0,3.4,-8.7,-0.8,-0.5,3.2,-33.1
O=C(CNC(=O)c1ccco1)OCc1ccccc1F,-2.1,5.7,3.8,-1.7,-28.2,1.9,8.7,6.3,-2.8,-1.8,-28.9
COc1cccc(NC(=O)CN2CCN(C(=O)c3ccco3)CC2)c1,3.5,-2.1,5.2,0.7,-0.8,2.0,-3.9,-11.4,1.0,-5.0,-5.5
CCn1c(CNC(=O)COC)nc2ccccc21,0.3,-10.2,-19.6,-0.8,1.2,1.8,4.6,28.4,0.3,1.6,2.0
CC(C)OCCCNC(=O)c1cc(S(=O)(=O)N2CCCCC2)c[nH]1,0.8,-4.3,-2.6,-0.9,-12.4,3.1,5.3,-2.3,1.0,4.1,19.2
Cc1ccc(OCc2nnc(SCC(=O)c3ccccc3)n2-c2ccccc2)cc1,1.7,-16.8,-19.0,1.1,8.4,3.4,-5.6,9.6,0.0,-8.3,.
O=C(CN1C(=O)NC2(CCCCCC2)C1=O)NCc1cccs1,-1.2,-2.6,0.9,1.5,0.9,6.1,-10.6,5.1,1.2,-3.0,-21.6
O=C(c1ccc([N+](=O)[O-])cc1)N1CCC(n2nnc3cc(F)ccc32)CC1,1.5,0.8,0.4,-0.4,1.2,3.6,1.8,-4.6,3.4,2.0,-0.4

# Reformatted bar-delimited: entries from further up.
smiles | Ecoli viability | PKA-R1A act | Mot1-301 SUMO | OPRM1-OPRD1 ag | HTR5A inv ctr | phage Ecoli inh | MOR-DOR inv ag | Tat transport | AddAB inh | PKA-R2B act | PfHsp90 yeast 2
Nc1c(C(=O)OCC(=O)Nc2ccc(Cl)cc2[N+](=O)[O-])[nH]c(=O)[nH]c1=O | 1.1 | 1.7 | 172.5 | 1.4 | -12.9 | 0.6 | -7.7 | 0.9 | 0.6 | 6.2 | -19.2
NC(=S)N/N=C1\CC(n2nnn(-c3cccc(Cl)c3)c2=S)C2COC1O2 (stereo unspecified) | -2.3 | -12.4 | -14.8 | -0.7 | -23.7 | 1.7 | 3.3 | -0.8 | 0.7 | -9.9 | 3.4
O=C(Nc1ccccc1Cc1ccccc1)C1CC(=O)N(c2ccc3c(c2)OCCO3)C1 (stereo unspecified) | -3.6 | 8.9 | -4.6 | 1.4 | 12.0 | 3.4 | -8.7 | -0.8 | -0.5 | 3.2 | -33.1
O=C(CNC(=O)c1ccco1)OCc1ccccc1F | -2.1 | 5.7 | 3.8 | -1.7 | -28.2 | 1.9 | 8.7 | 6.3 | -2.8 | -1.8 | -28.9
COc1cccc(NC(=O)CN2CCN(C(=O)c3ccco3)CC2)c1 | 3.5 | -2.1 | 5.2 | 0.7 | -0.8 | 2.0 | -3.9 | -11.4 | 1.0 | -5.0 | -5.5
CCn1c(CNC(=O)COC)nc2ccccc21 | 0.3 | -10.2 | -19.6 | -0.8 | 1.2 | 1.8 | 4.6 | 28.4 | 0.3 | 1.6 | 2.0
CC(C)OCCCNC(=O)c1cc(S(=O)(=O)N2CCCCC2)c[nH]1 | 0.8 | -4.3 | -2.6 | -0.9 | -12.4 | 3.1 | 5.3 | -2.3 | 1.0 | 4.1 | 19.2

# Compound activity from PubChem BioAssay.
